Screening results as filed in PubChem.
LMPTP inh = LMPTP (human) inhibition; P24666; recombinant LMPTP-A, OMFP fluorogenic substrate, fluorescence intensity; inhibition, % at 20 µM; 360,000 tested, 0.22% active;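 active = compounds that cut the enzyme signal by at least half of the control window in the single-dose screen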;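 note: plate controls were DMSO wells with enzyme plus substrate for no effect and substrate without enzyme for full effect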
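Assay system: LMPTP-A phosphatase enzyme | Input: 0.625 nM enzyme | Also added: Fluorogenic phosphatase substrate OMFP at 400 µM final | Compound dosing: One test concentration per compound, 20 µM, with 3% DMSO overall | Schedule: 50 min enzyme reaction at room temperature, protected from light | Signal: Fluorescence intensity | Benchmarks: no-enzyme and uninhibited controls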
DNMT1 inh = blocks human DNA methyltransferase DNMT1; P26358; 360,000 tested, 0.83% active; AID 588458; inhibition (reported as % activation of signal), % at 10 µM; DNMT1 molecular beacon, Hinp1I cleavage, fluorescence; in the data active = inhibition above about 50%
Target sequence (P26358 504-1616 limits assumed): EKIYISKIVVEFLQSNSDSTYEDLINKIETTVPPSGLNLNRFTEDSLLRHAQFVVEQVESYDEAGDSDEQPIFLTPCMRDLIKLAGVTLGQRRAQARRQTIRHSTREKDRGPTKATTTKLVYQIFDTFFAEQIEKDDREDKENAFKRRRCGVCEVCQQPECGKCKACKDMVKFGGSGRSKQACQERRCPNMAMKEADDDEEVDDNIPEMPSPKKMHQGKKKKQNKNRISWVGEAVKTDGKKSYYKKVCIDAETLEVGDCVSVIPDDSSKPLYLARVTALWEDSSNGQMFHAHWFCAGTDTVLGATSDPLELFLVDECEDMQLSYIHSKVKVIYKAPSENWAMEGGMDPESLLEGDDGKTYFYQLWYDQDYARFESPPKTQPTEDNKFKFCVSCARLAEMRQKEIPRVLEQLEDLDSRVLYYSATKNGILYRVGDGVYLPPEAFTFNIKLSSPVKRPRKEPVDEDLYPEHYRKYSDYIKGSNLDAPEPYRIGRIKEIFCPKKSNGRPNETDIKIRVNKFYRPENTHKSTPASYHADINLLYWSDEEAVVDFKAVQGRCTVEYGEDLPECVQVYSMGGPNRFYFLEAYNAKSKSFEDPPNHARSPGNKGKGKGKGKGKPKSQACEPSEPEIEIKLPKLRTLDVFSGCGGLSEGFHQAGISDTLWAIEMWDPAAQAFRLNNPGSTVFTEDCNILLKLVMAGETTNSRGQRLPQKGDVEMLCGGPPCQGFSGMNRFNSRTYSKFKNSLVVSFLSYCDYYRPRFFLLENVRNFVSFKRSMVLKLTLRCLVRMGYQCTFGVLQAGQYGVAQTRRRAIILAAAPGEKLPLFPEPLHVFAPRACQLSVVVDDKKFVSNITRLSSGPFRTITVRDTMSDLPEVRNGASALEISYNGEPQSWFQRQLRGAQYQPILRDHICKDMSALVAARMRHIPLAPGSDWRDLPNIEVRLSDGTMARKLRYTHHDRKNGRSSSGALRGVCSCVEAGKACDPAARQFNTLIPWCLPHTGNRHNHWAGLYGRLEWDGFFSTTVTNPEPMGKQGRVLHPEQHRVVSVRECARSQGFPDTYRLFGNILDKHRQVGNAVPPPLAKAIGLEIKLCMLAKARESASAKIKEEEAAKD
TbMetRS inhib = Trypanosoma brucei MetRS inhibition. purified T. brucei MetRS, ATP depletion, Kinase-Glo luminescence. inhibition, % at 11.9 µM. 360,000 tested, 0.4% active. AID 624268;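 active = inhibition above a per-plate cutoff of the control wells' mean inhibition plus 3 SD, cut at about 5.5% in these data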;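 note: 0% = DMSO wells median and 100% = median of wells with control inhibitor compound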
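Material: parasite MetRS enzyme / Replication: singlicate, one well per compound / Signal: luminescence of leftover ATP / Schedule: 2 h aminoacylation at 25 °C after 15 min preincubation / Medium: HEPES-MgCl2-KCl buffer plus DTT, spermine, BSA, pyrophosphatase / Doses: 11.9 µM single point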
SUMO1-SIM PPI = SUMO1-SIM interaction modulation; inhibition, % at 20 µM; P63165; 360,000 tested, 0.33% active; SUMO1 binding to a labelled peptide, TR-FRET, 1 h; AID 602429; in the data active = inhibition above about 37%
NadD inh = inhibitors of Staphylococcus aureus NadD; purified NadD enzyme, colorimetric absorbance read-out; inhibition, % at 20 µM; 360,000 tested, 0.78% active; AID 602399; in the data active = inhibition above about 26%; note: some compounds past the cut are filed as inactive
Rpn11 block = blocks the human proteasome subunit Rpn11. human 26S proteasome, Ub4-pepOG fluorescence polarization; 20S core pre-blocked with epoxomicin. 360,000 tested, 0.59% active. AID 588493. calls only at 20 µM;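 active = inhibition at 20 µM, scaled to each plate's controls, above about 33%, limit read from the data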
CSN inh = CSN deneddylation inhibition. Q92905. AID 651999. inhibition, % at 12.5 µM. 360,000 tested, 0.38% active. Purified CSN, SCF-Nedd8-OG deneddylation, fluorescence polarization;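 active = pattern-corrected inhibition above about 35%, with an unprinted fluorescence ratio check between 0.5 and 1.5, limit read from the data, passing the limit was not always enough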;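 note: 0% = enzyme with substrate and 100% = substrate without enzyme; some results filed as inactive read as strong as hits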
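Assay system: purified human Csn5 enzyme expressed in HEK293T cells; Input: 0.24 nM Csn5 enzyme, final concentration; Reagent: 10 nM SCFSkp2-Nedd8OG; Compound dosing: 12.5 µM single point; Times: reaction 90 min, room temperature; Technique: fluorescence polarization readout.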
STEP block = STEP (human) phosphatase inhibition | P54829 | recombinant STEP, OMFP fluorogenic substrate, fluorescence | inhibition, % at 20 µM | 360,000 tested, 0.25% active | AID 588621;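 active = inhibition at 20 µM, scaled per plate between control wells, above about 37%, limit read from the data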;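 note: 0% = DMSO with enzyme and substrate and 100% = substrate only without enzyme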
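System: STEP phosphatase, cell-free reaction; Buffer or medium: Bis-Tris pH 6.0 buffer with DTT, detergent; Incubation: 20 min at room temperature, dark; Measured by: fluorescence, 480/540 nm.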
Scp1 inh = Scp-1 (human) phosphatase inhibition; Q9GZU7; Recombinant Scp1, phosphopeptide, malachite green phosphate absorbance; inhibition, % at 20 µM; 340,000 tested, 0.88% active; AID 493091;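 active = inhibition above about 50% at 20 µM, limit read from the data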;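 note: plate controls were DMSO wells with enzyme for no effect and wells lacking enzyme for full effect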
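Test system: SCP-1 catalytic domain; Buffer or medium: Acidic Tris acetate buffer with magnesium and detergent; Also added: Phosphorylated 17-residue peptide substrate; Compound: single 20 µM dose, 1% DMSO; Schedule: enzyme reaction 45 min at room temperature, colour 5 min, stabilisation 30 min; Signal: Phosphate-binding colour reagent, absorbance read at 630 nm.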
MsrA inh = bovine MsrA inhibition | purified bovine MsrA, absorbance read-out | inhibition, % at 15.5 µM | 360,000 tested, 0.75% active; in the data active = inhibition above about 4.5%;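 note: 0% = vehicle wells with enzyme and 100% = reference inhibitor wells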
* hit, by the source's call; i = inactive; nt = not tested or not shown.

SMILES | LMPTP inh | DNMT1 inh | TbMetRS inhib | SUMO1-SIM PPI | NadD inh | Rpn11 block | CSN inh | STEP block | Scp1 inh | MsrA inh
Cc1ccc(OC(=S)Nc2ccc(O)cc2)cc1 | 0.9 | 1.0 | 0.0 | 3.4 | -2.1 | i | -1.1 | -2.2 | -6.7 | -0.9
COc1ccccc1NS(=O)(=O)c1cccc(C(=O)NCC2(N(C)C)CCCCC2)c1 | -10.1 | -3.6 | -0.1 | -35.5 | -0.6 | i | 2.9 | -3.0 | -6.1 | 1.2
CC(C)c1ccccc1NC(=O)COC(=O)c1cc(=O)[nH]c(=O)[nH]1 | -1.0 | -0.9 | -0.2 | 1.8 | 8.0 | i | -3.6 | 0.2 | -5.0 | 0.4
Cc1ccc2oc(=O)c3cnn(CC(=O)N(CCN(C)C)Cc4ccco4)c3c2c1 | -0.1 | 2.2 | -0.2 | 1.8 | -4.1 | i | -2.8 | 3.1 | 2.4 | -0.8
Nc1c(-c2ccccc2)cnc2c(-c3ccccc3)cnn12 | -1.7 | 5.5 | -1.2 | 3.7 | 6.3 | i | -3.4 | 2.3 | 0.8 | -0.5
O=C(Nc1cccc(C(F)(F)F)c1)C1Cc2c(-c3ccc(Cl)cc3)ccnc2O1 (configuration not stated) | 4.4 | -6.2 | 0.4 | 3.0 | 5.4 | i | 2.4 | 2.3 | nt | -1.2
COc1cccc(CN2CCN(Cc3ccc(C#CC(C)(C)O)s3)CC2CCO)c1 (configuration not stated) | -1.2 | -5.0 | 0.9 | -1.4 | -3.0 | i | -2.6 | 1.3 | -3.1 | -0.3
Nc1nonc1C(=O)N/N=C/c1cccc([N+](=O)[O-])c1 | -4.0 | 7.2 | 0.1 | -24.0 | -6.4 | i | 1.0 | -3.1 | -7.6 | 2.0
COC(=O)C(C)Oc1ccc(=O)[nH]n1 (configuration not stated) | 0.1 | 6.2 | -1.4 | 3.1 | 12.8 | i | -2.1 | 1.6 | 2.9 | -0.5
COc1ccc(Cl)cc1C(=O)NCCCN1CCOCC1 | -0.4 | 1.4 | -0.2 | 4.3 | -2.9 | i | -0.8 | -0.8 | -8.1 | 0.5
Cc1ccc(S(=O)(=O)N2CCN(C(=O)CCN3C(=O)c4ccccc4C3=O)CC2)cc1C | 1.2 | -1.1 | -0.7 | -8.5 | 2.9 | i | -5.2 | -1.7 | -3.7 | -0.6
CN1CCN(c2ncnc3c2ncn3[C@H]2CN(Cc3ccncc3)C[C@@H](CO)O2)CC1 | -4.9 | 4.0 | -0.4 | -3.0 | 0.1 | i | -0.8 | -2.3 | nt | 1.1
COc1ccc(N(CC(=O)O)S(=O)(=O)c2c(C)n[nH]c2C)cc1 | -0.2 | 0.5 | -0.2 | 2.5 | -0.2 | i | 2.0 | -1.6 | -2.7 | 0.4
CCN(CC)c1ccc(/C=C/C(=O)c2ccc(Br)cc2)cc1 | 5.3 | 9.9 | 0.8 | -16.8 | 13.0 | nt | -92.4 | -119.5 | -5.3 | -0.8
CC(C)c1ccc(S(=O)(=O)N2CCN(CC(O)CN3CCOCC3)CC2)cc1 (configuration not stated) | -0.7 | -1.0 | -0.2 | 3.4 | -6.4 | i | 3.5 | -0.7 | -9.3 | -0.1
CC(C)C[C@H]1CN(CCCC[C@H]2CNC(=O)C(=O)N2CCC2CCCCC2)C(=O)C(=O)N1CCc1ccccc1 | 0.2 | nt | -0.7 | 5.6 | 28.0 | nt | -3.0 | nt | nt | 1.0
Cc1nc(NS(=O)(=O)c2ccccc2)sc1NC(=O)Nc1ccccc1 | 0.7 | 0.9 | 1.8 | 3.6 | -1.0 | i | -13.3 | 0.0 | 1.4 | 1.4
CCn1nc(CC(C)C)cc1C(=O)N1CCCC(Nc2ccc(OC)cc2)C1 (configuration not stated) | -0.1 | 2.4 | -0.5 | 2.1 | -1.7 | i | 6.2 | 3.7 | -3.1 | 0.0
COc1ccc(-c2[nH]ncc2CN2CCC(OCc3cccnc3)CC2)c(F)c1 | 2.1 | 2.2 | -2.2 | -2.4 | -5.1 | i | -0.1 | 0.1 | -2.5 | 1.1
COc1ccc(S(=O)(=O)N(C)c2ccc(C(=O)Nc3ccccc3C(=O)N3CCOCC3)cc2)cc1OC | -0.6 | -0.5 | -0.6 | 1.9 | -8.2 | i | -2.6 | 1.8 | 3.5 | -1.0
Fc1ccc(Oc2nccc(-c3ccc(Cl)cc3)n2)cc1 | 2.6 | -2.1 | -0.7 | 0.2 | -8.1 | i | -1.6 | 2.5 | -4.8 | -1.0
CC(=O)NC(Cc1cnc[nH]1)C(=O)O (configuration not stated) | -1.4 | 3.3 | -1.2 | -4.4 | -1.5 | i | 14.7 | 12.5 | 4.7 | -0.1
COc1ccccc1N1CCN(C(=O)CCNS(=O)(=O)c2ccc(Br)s2)CC1 | 0.1 | -6.0 | -1.5 | -0.5 | 1.9 | i | 0.1 | -1.8 | -9.6 | -0.1
Cc1cc(C)n(-c2ccc(C(=O)OCc3ccccc3)cc2)n1 | 0.3 | -0.5 | -0.7 | -0.6 | -2.1 | i | 4.2 | 0.1 | -4.6 | -0.4
CCN(CC)C(=O)C(C)N(C#N)c1nc(C)cc(C)n1 (configuration not stated) | -2.9 | 8.1 | -0.2 | -1.4 | 1.4 | i | -10.5 | -0.7 | -7.1 | -1.1
Following part:
SMILES | LMPTP inh | DNMT1 inh | TbMetRS inhib | SUMO1-SIM PPI | NadD inh | Rpn11 block | CSN inh | STEP block | Scp1 inh | MsrA inh
COc1ccc(C2CC(c3ccccc3)n3nnnc3N2)cc1 (configuration not stated) | -1.5 | 2.1 | -0.8 | -0.8 | -4.3 | i | 6.6 | -0.9 | 0.6 | -1.1
CC(=O)N1c2ccc(S(=O)(=O)N3CCCC(C(=O)N4CCC(C)CC4)C3)cc2CC1C (configuration not stated) | -1.0 | 2.5 | -1.3 | -1.6 | 2.5 | i | 5.9 | 0.2 | 2.9 | 0.2
COc1ccc(S(=O)(=O)N(C)CC(=O)NCc2ccco2)cc1OC | 0.2 | 5.5 | -1.0 | 3.1 | -3.3 | i | 4.0 | 1.7 | 30.1 | -1.4
CC(=O)NC1CC2CCCC(C1)N2C(=O)Nc1ccccc1C (configuration not stated) | -1.1 | 1.2 | -2.1 | 0.0 | -1.8 | i | 1.7 | -2.4 | -0.6 | 0.1
O=C(CCN1C(=O)C2C3C=CC(C3)C2C1=O)N1CCN(c2ccc(F)cc2)CC1 (configuration not stated) | -1.0 | 5.9 | -0.7 | -1.8 | 1.0 | i | -2.0 | -2.9 | -5.6 | -1.2
CN1[C@@H]2CCC[C@H]1CC(NC(=O)c1nn(C)c3ccccc13)C2 (some centres not stated) | -1.2 | 3.6 | -1.4 | 2.3 | 4.1 | i | -1.2 | 0.6 | -9.0 | -0.8
O=C(CSc1ccc(Br)cc1)NCC1CCCO1 (configuration not stated) | -2.1 | 1.7 | 2.8 | 2.4 | 9.0 | i | 1.7 | 0.1 | -1.1 | 0.3
Cc1ccc(S(=O)(=O)N(CC(=O)N2CCOCC2)c2ccc(C(C)C)cc2)cc1 | -0.4 | -1.6 | 0.0 | -1.0 | 0.7 | i | 2.0 | -0.2 | -4.2 | -0.9
COc1cc(CNc2ncn[nH]2)ccc1OCc1ccccc1C | -1.2 | -4.1 | -0.9 | -0.6 | -7.9 | i | -3.0 | -2.7 | -9.1 | -0.5
NC(c1ccccc1)c1csc(NC(=O)NCC2CCCCC2)n1 (configuration not stated) | -2.5 | -1.4 | -0.2 | -3.7 | 4.8 | i | 4.9 | -1.5 | nt | -0.1
COc1ccc(C(C)(C)C)cc1S(=O)(=O)NCC1CCCO1 (configuration not stated) | -0.8 | 2.0 | 0.1 | 5.4 | -2.0 | i | 0.7 | 4.3 | 0.5 | 2.2
O=C(CSc1cccc2cccnc12)N/N=C/c1cccc(O)c1 | 0.1 | 0.1 | 0.4 | -9.4 | -3.9 | i | -8.6 | -3.3 | 0.2 | 0.5
C/C(=C\c1ccco1)C1C(C#N)=C(N)OC2=C1C(=O)CC(C)(C)C2 (configuration not stated) | -0.4 | 1.1 | 0.0 | -2.4 | 15.6 | i | 9.3 | 0.1 | 3.8 | 0.1
Cc1ccc(C)c(Cn2cnc3c(oc4ccccc43)c2=O)c1 | -0.3 | -0.8 | -0.8 | -1.6 | -7.9 | i | -6.2 | -4.1 | -3.9 | 0.9
N#CCC(=O)Nc1ccc(C(=O)OC(C(=O)Nc2cc(C(F)(F)F)ccc2Cl)c2ccccc2)cc1 (configuration not stated) | 5.2 | -8.5 | -0.6 | 1.2 | 21.5 | i | 6.2 | 0.8 | -2.7 | -0.2
CCCOc1ccc(C2(C(=O)O)CCCC2)cc1 | -1.0 | 6.9 | 0.0 | 1.7 | 1.1 | i | 1.6 | -2.6 | -5.2 | -1.3
CCOC(=O)c1cc2cc(OCc3ccccc3)ccc2nc1C | 4.5 | 1.4 | 0.5 | -4.4 | -6.3 | i | 1.4 | 3.9 | -3.7 | -0.3
CCOc1ccccc1N1CCN(CC(=O)N(C)CC(=O)Nc2ccccc2CC)CC1 | -0.8 | -3.6 | -0.1 | -3.9 | -4.1 | i | -6.5 | -2.9 | nt | -0.7
COCCN(C(=O)Cn1c(C(F)(F)F)nc2ccccc21)c1c(N)n(Cc2ccccc2)c(=O)[nH]c1=O | -0.3 | 1.4 | -0.1 | 1.2 | 0.3 | i | -2.0 | -0.3 | -8.3 | 0.0
CCCCn1c(N)c(N(CC(C)C)C(=O)CCN2C(=O)C3CC=CCC3C2=O)c(=O)[nH]c1=O (configuration not stated) | -1.6 | 5.3 | -0.1 | -3.2 | -2.5 | i | 2.6 | 0.6 | nt | 0.3
O=C(Nc1ccc(F)cc1)N[C@@H]1CC[C@@H](CCn2cc(-c3ccc(F)cc3)nn2)O[C@@H]1CO | 2.0 | nt | 0.6 | 0.4 | nt | nt | 6.1 | nt | nt | -0.8
Cc1ccccc1C(=O)N(C)[C@H]1C[C@H]2c3[nH]c4ccccc4c3CCN2C[C@H]1[C@H](C)O | 2.4 | -17.0 | 1.4 | -4.9 | -0.6 | i | -9.9 | -2.6 | nt | 1.3
OC(COCc1ccccc1F)CN1CCCCC1 (configuration not stated) | 1.1 | 9.8 | -0.7 | -23.3 | 1.9 | i | 3.0 | -2.6 | -6.2 | -1.8

Filtered by structure, those above containing two or more sulfur atoms
SMILES | LMPTP inh | DNMT1 inh | TbMetRS inhib | SUMO1-SIM PPI | NadD inh | Rpn11 block | CSN inh | STEP block | Scp1 inh | MsrA inh
Cc1nc(NS(=O)(=O)c2ccccc2)sc1NC(=O)Nc1ccccc1 | 0.7 | 0.9 | 1.8 | 3.6 | -1.0 | i | -13.3 | 0.0 | 1.4 | 1.4
COc1ccccc1N1CCN(C(=O)CCNS(=O)(=O)c2ccc(Br)s2)CC1 | 0.1 | -6.0 | -1.5 | -0.5 | 1.9 | i | 0.1 | -1.8 | -9.6 | -0.1
